Screening data: PubChem, several laboratories
TcdB inh = TcdB glycohydrolase inhibition. TcdB glycohydrolase enzymatic assay, plate reader. inhibition, % at 9.99 µM. 350,000 compounds, 0.24% hits. AID 652162; in the data active = inhibition above about 10%
SARS 3CLpro inh = SARS-CoV 3CLpro protease inhibition. recombinant SARS-CoV 3CLpro, quenched FRET peptide cleavage. inhibition, % at 6 µM. 290,000 compounds, 0.14% hits; in the data active = inhibition above about 12%
Y pestis TopoI = Y. pestis Topo-I inhibition via cleavage products; activity, % at 10 µM; 360,000 compounds, 0.064% hits; Y. pestis Topo-I cleavage product accumulation, plate reader; in the data active = activity above about 50%, passing the limit was not always enough; also: inactives centre near 2
MazF activator = MazEF (E. coli) toxin RNase activation | 350,000 compounds, 0.32% hits | AID 504720 | P0AE70 | activation, % at 20 µM | FAM/BHQ RNA-DNA oligo cleavage fluorescence, 5 h; in the data active = activation above about 50%
Target sequence (P0AE70 whole entry, looked up): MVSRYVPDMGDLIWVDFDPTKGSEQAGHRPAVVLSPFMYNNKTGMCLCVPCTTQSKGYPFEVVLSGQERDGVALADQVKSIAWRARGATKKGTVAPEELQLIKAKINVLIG
PriA SSB inh = inhibitors of Klebsiella pneumoniae PriA binding to SSB C-terminal tail; 430,000 compounds, 0.6% hits; AlphaScreen SSBct-PriA binding, biotinylated peptide; inhibition, % at 33 µM; in the data active = inhibition mostly above about 37%, no sharp cut-off; inactive = mostly below about 20%;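 also: plate controls were negative control peptide for no effect and reference peptide for full effect; strong numbers were not always called active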
PrPC surface inh = cell surface PrPC inhibition, primary TR-FRET screen; TR-FRET read-out; inhibition, % at 13.8 µM; 370,000 compounds, 0.43% hits; in the data active = inhibition above about 24%; also: 0% = median of the test wells and 100% = reference compound wells
Vc quorum ag = quorum light induction in luxS cqsA deficient V. cholerae | V. cholerae BH1578 lux reporter, luminescence, 6 h | activation, % at 18.7 µM | 350,000 compounds, 0.16% hits; in the data active = activation mostly above about 9.7%, no sharp cut-off; also: not every result past the cut was called active; inactives centre near 0; reference of the scale not given here
CCHF vOTU inh = CCHFV vOTU protease inhibition; Pep-AMC fluorescence; inhibition, % at 11.5 µM; 370,000 compounds, 0.55% hits; AID 651958; in the data active = inhibition above about 30%; also: 0% = vehicle wells with enzyme and 100% = no enzyme wells
DUSP3 inh = blocks human VHR1 dual specificity phosphatase; 290,000 compounds, 0.52% hits; inhibition, % at 13.3 µM; P51452; recombinant VHR phosphatase, pNPP absorbance; in the data active = inhibition above about 50%; also: some compounds called inactive have numbers as strong as hits
Target sequence (P51452 whole entry, looked up): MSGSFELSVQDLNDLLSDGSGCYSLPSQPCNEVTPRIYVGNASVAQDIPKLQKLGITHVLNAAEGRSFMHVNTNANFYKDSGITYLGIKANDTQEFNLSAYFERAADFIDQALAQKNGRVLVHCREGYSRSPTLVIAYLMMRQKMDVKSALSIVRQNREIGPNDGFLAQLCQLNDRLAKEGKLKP
Rv3671c protease = inhibitors of M. tuberculosis serine protease Rv3671c | inhibition, % at 5.96 µM | 320,000 compounds, 0.048% hits; in the data active = inhibition above about 38%;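 also: extracellular domain of Rv3671c used as enzyme; 0% = enzyme with DMSO and 100% = no enzyme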
Target sequence (P9WHR9 whole entry, looked up, the tested form may be a part): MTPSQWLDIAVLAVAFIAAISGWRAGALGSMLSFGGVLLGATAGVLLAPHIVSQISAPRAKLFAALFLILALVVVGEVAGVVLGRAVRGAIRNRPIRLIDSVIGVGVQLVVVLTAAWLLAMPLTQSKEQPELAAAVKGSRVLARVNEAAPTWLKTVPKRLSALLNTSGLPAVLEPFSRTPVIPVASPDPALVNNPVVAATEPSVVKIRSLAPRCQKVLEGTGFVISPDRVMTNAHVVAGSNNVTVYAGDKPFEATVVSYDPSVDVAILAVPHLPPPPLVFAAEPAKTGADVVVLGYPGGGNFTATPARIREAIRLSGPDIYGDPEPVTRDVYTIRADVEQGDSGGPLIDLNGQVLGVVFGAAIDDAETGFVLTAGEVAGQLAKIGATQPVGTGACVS
Numbers without * were called inactive; i = inactive; . = not tested or not shown; & = joins results of further samples. A portion of the library, so the mix of outcomes need not match the whole.

SMILES | TcdB inh | SARS 3CLpro inh | Y pestis TopoI | MazF activator | PriA SSB inh | PrPC surface inh | Vc quorum ag | CCHF vOTU inh | DUSP3 inh | Rv3671c protease
O=C(N[C@H]1CP(=O)(Oc2ccccc2)O[C@H](COCc2ccccc2)[C@H]1O)C(Cl)(Cl)Cl (stereo partly specified) | 2.2 | . | 34 | -3 | -8 | 6 | -0.8 | 3 | 10 | 7
CCOC(=O)c1cnc2c(cnn2C)c1Cl | -0.3 | -1 | 0 | 6 | -7 | 2 | -1.5 | 8 | 17 | -2
COc1cccc(NC(=O)CSc2ccc3nnc(-c4ccncc4)n3n2)c1 | 2.5 | 1 | -1 | 7 | -20 | -2 | -0.3 | -8 | 27 | -7
COc1cccc(N(C(=O)c2ccco2)C(C(=O)NC2CCCC2)c2ccc(N(C)C)cc2)c1 (stereo unspecified) | . | -5 | 14 | 1 | 25 | 6 | i | -11 | 24 | 5
COc1cccc(-c2nnc(NC(=O)c3ccc(S(=O)(=O)N(CC(C)C)CC(C)C)cc3)o2)c1 | . | 1 | -5 | 4 | -10 | . | -4.8 | . | 15 | -2
CCCc1ccc2oc(C(=O)N3CCN(CC(=O)NC(C)C)CC3)c(C)c2c1 | -0.2 | -4 | 24 | 8 | 5 | 16 | -0.4 | -7 | -12 | -5
COC(=O)c1c(-c2ccc(Br)cc2)csc1NC(=O)Cc1ccc(OC)c(OC)c1 | . | 2 | 27 | -5 | -15 | 15 | -0.7 | 9 | -6 | -14
Nc1sc2c(c1C(=O)NC1CCS(=O)(=O)C1)CCC2 (stereo unspecified) | . | -1 | 5 | 6 | -14 | . | 1.4 | . | 29 | -6
Cc1cc(-c2ccccc2)c2ccc(NC(=O)C(C)(C)C)nc2n1 | -4.8 | -1 | -7 | 6 | -11 | 10 | -0.8 | 2 | 18 | 6
N=C1/C(=C\c2ccc(SCc3ccccc3)o2)C(=O)N=C2SC(CC(=O)N3CCOCC3)=NN12 | -1.1 | 2 | 3 | -13 | 0 | 1 | -0.3 | 18 | 7 | -15
Cc1cc(OCc2ccc(F)cc2)nc(-c2ccccc2O)n1 | . | 1 | 3 | -7 | 0 | 1 | -0.4 | 2 | 18 | 0
CC(CC(=O)NC1CCSC1=O)c1ccccc1 (stereo unspecified) | . | 1 | 1 | 9 | -4 | -5 | -8.3 | -28 | 17 | 0
Cc1oc(-c2ccccc2Cl)nc1CS(=O)(=O)CC(=O)NCCN1CCOCC1 | -0.2 | 3 | -1 | 0 | 1 | 4 | i | -7 | -10 | -7
Cc1noc(C)c1CSCC(=O)N(C)CC(=O)Nc1ccccc1C(F)(F)F | -8.0 | . | 1 | 6 | 5 | 2 | 1.5 | 25 | . | -1
COc1cccc(-c2cc(C(=O)N/N=C/c3ccco3)c3ccccc3n2)c1 | 1.0 | 2 | 2 | 4 | . | -4 | -0.3 | 2 | 19 | -6
CC(Sc1nnc(-c2ccccc2)c(-c2ccccc2)n1)C(=O)N1CCc2ccccc21 (stereo unspecified) | . | 2 | 24 | -1 | -9 | -4 | -0.2 | 1 | 49 | -15
COCCCNC(=O)C[C@H]1C[C@H](C(=O)N2CCOCC2)[C@@]2(CCC3CCCC3)c3[nH]c4cc(CCC(=O)N(C)C)ccc4c3CCN2C1=O | 1.2 | . | 42 | 9 | -4 | 5 | -0.7 | -3 | . | .
COc1ccc(S(N)(=O)=O)cc1C(=O)NCCCN1CCN(c2ccccc2OC)CC1 | . | 4 | -5 | 12 | 2 | -4 | -0.1 | 5 | -8 | 3
COc1ccccc1C(=O)N1CCCC1(C#N)c1ccccc1 (stereo unspecified) | . | -5 | -4 | -4 | -5 | -7 | -0.6 | -4 | -10 | -1
Cc1ccc(NC(=S)N/C(=N/S(=O)(=O)c2ccccc2)c2ccccc2)cc1 | -0.4 | -2 | 0&4 | 11&-1 | . | -4&-1 | 3.4 | 5&4 | 23 | 4
CC1(C(=O)NCc2ccc(C(F)(F)F)cc2)CCN1Cc1ccccc1OC(F)F (stereo unspecified) | -0.5 | . | 29 | . | . | 8 | -0.2 | 19 | . | .
Cc1nn(C)cc1C(=O)NNC(=S)Nc1ccccc1 | . | 0 | 3 | 1 | -11 | 4 | i | 3 | 21 | -1
COc1ccc(NC(=O)C(=O)NCC2CCCN2S(=O)(=O)c2cccs2)cc1 (stereo unspecified) | 0.6 | . | -2 | -1 | -9 | 7 | -0.3 | -3 | . | -7
Cc1ccc(C(=O)Nc2ccccc2N2CCCC2)cc1 | -0.6 | -4 | 3 | 3 | 4 | 0 | i | 5 | 67 | -5
COc1ccc(NC(=O)CC2SC(=Nc3ccccc3)NC2=O)cc1 (stereo unspecified) | . | 3 | -3 | -1 | -1 | -2 | -0.3 | -6 | -4 | -9
O=c1c2c3n(c(=O)nc2[nH]n1-c1ccccc1)CCCCC3 | . | 5 | 9 | 2 | -9 | 4 | -0.7 | 0 | 19 | 7
Cc1cc(C)nc(SCC(=O)Nc2ccc(S(=O)(=O)Nc3nccs3)cc2)n1 | . | 3 | 4 | 3 | -6 | 6 | i | -5 | -5 | 1
CC(=O)c1cccc(NC(=O)c2onc(C)c2Cl)c1 | 1.9 | 0 | 4 | 7 | 115* | 6 | -0.2 | 8 | 11 | -4
O=[N+]([O-])c1cccc(/C=N/NC2=NS(=O)(=O)c3ccccc32)c1 | 1.1 | 1 | 10 | 6 | . | 6 | 1.9 | 5 | 8 | -6
CCCC(=O)N=C1SC2CS(=O)(=O)CC2N1c1ccc(-c2nc3ccc(C)cc3s2)cc1 (stereo unspecified) | -0.4 | 2 | 12 | 5 | -10 | -3 | i | -21 | 14 | -7
COc1ccc(C(=O)NCC(C)C)c(OC)c1 | . | -3 | 8 | 1 | -11 | -4 | i | 0 | -9 | -7
COc1ccccc1/C=C1\SC(=S)N(CCC(=O)NC2=NCCS2)C1=O | 0.8 | -4 | 1 | 172* | -2 | -4 | i | -14 | -8 | -17
CC(=O)N1c2ccccc2[C@@H](C)[C@@H]1C | 0.9 | . | 4 | 6 | -15 | 1 | -1.5 | -3 | . | -14
COc1ccc(C2(C)NC(=O)N(CC(=O)NCc3ccccc3F)C2=O)cc1 (stereo unspecified) | 0.4 | 5 | -2 | -16 | -3 | 3 | -0.8 | -5 | 15 | 2
CCN(CC)c1ccc(NC(=O)c2ccc3c(c2)OCO3)cc1 | 2.6 | -5 | -5 | -13 | 24 | 24 | -0.7 | 5 | 54* | -5
COc1cc(CC(=O)Nc2ccc(S(=O)(=O)NC3=NCCCCC3)cc2)cc(OC)c1OC | -0.9 | 2 | -2 | -2 | -6 | 1 | i | -6 | 9 | -1
CCc1nc2c(OCC(=O)c3ccc(F)cc3)cccn2c1N(C)C(=O)c1ccc(OC)cc1 | 0.3 | . | 13 | . | . | 6 | -0.7 | 10 | . | .
Cc1ccccc1C(=O)NC(=S)Nc1ccc(S(=O)(=O)N2CCN(C)CC2)cc1 | . | -1 | 5 | -2 | -1 | 2 | i | 9 | 4 | -4
Cn1c(=O)c2c(nc(N3CCOCC3)n2CCSc2ncccn2)n(C)c1=O | 17* | -1 | -3 | 9 | -4 | 5 | -2.1 | -2 | -10 | 5
CC(=O)c1ccc(Nc2nc(C(N)c3ccccc3Cl)cs2)cc1 (stereo unspecified) | 1.0 | . | -5 | . | . | 13 | i | 9 | . | .
COc1cccc(/C=N\NC(=O)C2C(=O)NCC2c2ccccc2)c1O (stereo unspecified) | . | 2 | -2 | -6 | . | 9 | -0.6 | 8 | 39 | 4
Cc1c(NC(=O)CSc2nccn2C)c(=O)n(-c2ccccc2)n1C | . | 3 | 3 | 6 | 1 | -1 | -0.2 | -16 | 29 | 5
COCCCn1c(SCC(N)=O)nnc1-c1ccccc1 | . | -3 | -6 | 5 | -23 | 4 | -6.2 | 12 | 44 | -3
Cc1cc(C)n2nc(C(=O)Nc3ccc(S(=O)(=O)N4CCCC4)cc3)nc2n1 | 1.3 | 1 | -5 | 13 | -10 | 3 | -0.1 | -3 | 13 | -3
O=C1c2oc3ccccc3c(=O)c2C(c2cccc(O)c2)N1c1ccccn1 (stereo unspecified) | 1.9 | 0 | 3 | 6 | 0 | 6 | -0.4 | 6 | 38 | -4
Cc1c(C(=O)NCC2CCCO2)oc2ccccc12 (stereo unspecified) | 2.4 | . | 1 | 2 | -12 | -4 | -2.8 | 0 | . | -13
O=c1ccc2cc3ccoc3c(O)c2o1 | -1.0 | . | -3 | 5 | 3 | -5 | -0.5 | -12 | . | 1
O=S(=O)(Cc1ccccc1)N1CCN(Cc2ccc(Br)cc2)CC1 | 0.5 | -1 | 29 | -6 | -15 | 4 | i | 12 | -7 | 1
COc1ccc(S(=O)(=O)N2CCCCCC2)cc1C(=O)N(C)CCOc1ccccc1 | -0.6 | . | 0 | -1 | -6 | 1 | -1.2 | -5 | . | -1
Cc1ccc(C(=O)N/C(=C\c2cn(S(=O)(=O)N(C)C)c3ccccc23)C(=O)N2CCCC2)cc1 | 0.3 | 0 | 14 | 8 | -3 | -1 | -2.9 | 14 | -14 | 4
CCCCNC(=O)C(C)N(CCN(C)C)C(=O)CCCCCN1C(=O)NC(c2ccc(Cl)cc2)C(C(=O)OCc2ccccc2)=C1C (stereo unspecified) | 2.7 | . | -4 | 41 | 1 | -23 | -1.1 | -5 | . | .
COc1ccccc1CN1CCNC(=O)C1CC(=O)NCCOc1cccnc1 (stereo unspecified) | -0.2 | 0 | -3 | -4 | -2 | 4 | -0.2 | 6 | 44 | 3

Structural class: the compounds so far with two or more sulfur atoms (8)
SMILES | TcdB inh | SARS 3CLpro inh | Y pestis TopoI | MazF activator | PriA SSB inh | PrPC surface inh | Vc quorum ag | CCHF vOTU inh | DUSP3 inh | Rv3671c protease
Nc1sc2c(c1C(=O)NC1CCS(=O)(=O)C1)CCC2 (stereo unspecified) | . | -1 | 5 | 6 | -14 | . | 1.4 | . | 29 | -6
N=C1/C(=C\c2ccc(SCc3ccccc3)o2)C(=O)N=C2SC(CC(=O)N3CCOCC3)=NN12 | -1.1 | 2 | 3 | -13 | 0 | 1 | -0.3 | 18 | 7 | -15
Cc1ccc(NC(=S)N/C(=N/S(=O)(=O)c2ccccc2)c2ccccc2)cc1 | -0.4 | -2 | 0&4 | 11&-1 | . | -4&-1 | 3.4 | 5&4 | 23 | 4
COc1ccc(NC(=O)C(=O)NCC2CCCN2S(=O)(=O)c2cccs2)cc1 (stereo unspecified) | 0.6 | . | -2 | -1 | -9 | 7 | -0.3 | -3 | . | -7
Cc1cc(C)nc(SCC(=O)Nc2ccc(S(=O)(=O)Nc3nccs3)cc2)n1 | . | 3 | 4 | 3 | -6 | 6 | i | -5 | -5 | 1
CCCC(=O)N=C1SC2CS(=O)(=O)CC2N1c1ccc(-c2nc3ccc(C)cc3s2)cc1 (stereo unspecified) | -0.4 | 2 | 12 | 5 | -10 | -3 | i | -21 | 14 | -7
COc1ccccc1/C=C1\SC(=S)N(CCC(=O)NC2=NCCS2)C1=O | 0.8 | -4 | 1 | 172* | -2 | -4 | i | -14 | -8 | -17
Cc1ccccc1C(=O)NC(=S)Nc1ccc(S(=O)(=O)N2CCN(C)CC2)cc1 | . | -1 | 5 | -2 | -1 | 2 | i | 9 | 4 | -4
